XiGFP reactiv: reactivates the inactive X chromosome in mouse fibroblasts. XiGFP mouse fibroblasts, % GFP-positive cells imaging, 3 d; cells co-treated with 5-aza-dC sensitizer; scaled so ellipticine positive control = 100%. activation, % at 7.58 µM. 0.055% of 360,000 active. AID 743238;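 active = mean normalized replicate activation at least 10% and every replicate at or above 10%; inconclusive = only one of the two criteria met; inactive = mean below 10% and not all replicates reach 10%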;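 note: 0% = median of on-plate neutral control wells and 100% = ellipticine 6 µM median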
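Schedule: 3 d treatment, 15 min room-temperature fixation; system: 68-5-11 XiGFP fibroblast line; buffer or medium: DMEM plus 5-aza-dC sensitizer; control set: ellipticine 6 µM positive control; compound: one concentration, pinned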
INS-1E GSIS act: primary screen for activators of insulin secretion dependent on glucose, INS-1E cells, GLuc reporter luminescence; 0.61% of 370,000 active; INS-1E GLuc reporter insulin secretion, 2-3 h; AID 743287; activation, % at 16.6 µM;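 active = lowest replicate activation of at least 40%, so every replicate reaches that level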;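 note: 0% = median of neutral control wells and 100% = median of IBMX positive control wells; some compounds called inactive have numbers as strong as hits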
F508del corr: CFTR F508del correction in bronchial cells | CFBE cells, YFP halide quenching; stimulated with forskolin plus potentiator P3; % fluorescence drop versus neutral controls | 0.36% of 350,000 active | AID 720511 | activity (quench increase), % at 7.58 µM;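 active = mean added fluorescence quench of at least 8% versus neutral control, with both replicates also reaching 8%; inconclusive = only one of the mean or replicate conditions met; inactive = mean below 8% and not both replicates reaching 8%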;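 note: cells transiently co-express mutant CFTR-F508del with the halide-sensitive YFP; corrector assay measuring rescue of mutant channel to the surface after 24 h compound exposure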
ARNT-TACC3 inh: ARNT/TACC3 interaction disruption. AID 623870. Q9Y6A5. 0.66% of 390,000 active. inhibition, % at 9.99 µM. AlphaScreen His-ARNT PAS-B/GST-TACC3 binding, luminescence; TACC3 fragment carries E629A point mutation;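 active = mean inhibition of replicates at least 50% and at least half of replicates each reaching 50%; inconclusive = half or more replicates reach 50% but mean below 50%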;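 note: 0% = complete ARNT plus TACC3 wells and 100% = ARNT alone without TACC3; many hits fall short of the cut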
ERAP1 HTS inh: inhibitors of human ERAP1 aminopeptidase. Q9NZ08. recombinant ERAP1, Leu-AMC fluorescence, 60 min. inhibition, % at 10.7 µM. 0.15% of 340,000 active. AID 652197;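 active = mean replicate inhibition of at least 30%, or all replicates individually reaching that 30% level; inactive = mean below 30% and not every replicate reaching it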;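 note: 0% = neutral control wells and 100% = L-leucinethiol positive control wells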
Target sequence (Q9NZ08 whole entry, looked up): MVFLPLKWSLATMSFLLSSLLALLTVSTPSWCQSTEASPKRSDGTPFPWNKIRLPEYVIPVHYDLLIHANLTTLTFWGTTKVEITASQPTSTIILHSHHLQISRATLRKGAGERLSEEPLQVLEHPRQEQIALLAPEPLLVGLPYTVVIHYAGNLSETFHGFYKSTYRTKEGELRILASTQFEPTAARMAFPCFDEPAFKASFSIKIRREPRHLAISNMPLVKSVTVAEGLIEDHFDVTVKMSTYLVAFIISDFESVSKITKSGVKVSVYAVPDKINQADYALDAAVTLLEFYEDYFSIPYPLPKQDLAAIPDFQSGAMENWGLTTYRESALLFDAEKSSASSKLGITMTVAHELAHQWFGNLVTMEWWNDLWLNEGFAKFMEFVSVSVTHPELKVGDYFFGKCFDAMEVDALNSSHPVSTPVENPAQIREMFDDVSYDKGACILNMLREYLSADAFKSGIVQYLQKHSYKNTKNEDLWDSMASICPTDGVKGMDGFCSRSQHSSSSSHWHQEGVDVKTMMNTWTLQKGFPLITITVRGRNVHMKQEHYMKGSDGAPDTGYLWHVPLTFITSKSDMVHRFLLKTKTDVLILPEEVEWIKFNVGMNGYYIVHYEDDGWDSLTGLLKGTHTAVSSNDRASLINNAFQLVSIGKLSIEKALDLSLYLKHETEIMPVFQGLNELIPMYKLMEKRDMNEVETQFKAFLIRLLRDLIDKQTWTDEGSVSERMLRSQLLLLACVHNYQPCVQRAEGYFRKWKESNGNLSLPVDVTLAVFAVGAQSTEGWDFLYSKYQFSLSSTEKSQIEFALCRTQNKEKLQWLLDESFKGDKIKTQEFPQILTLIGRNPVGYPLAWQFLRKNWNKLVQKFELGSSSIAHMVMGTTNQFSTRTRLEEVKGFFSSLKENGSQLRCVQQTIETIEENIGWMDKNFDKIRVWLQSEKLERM
esBAF inh: inhibitors of esBAF chromatin remodeling in mouse ES cells. Bmi1-luciferase knock-in reporter, 24 h; 100% = twice the neutral-well signal. reporter increase, % at 12.5 µM. 2% of 350,000 active. AID 602393; in the data active = activation above about 40%; inconclusive = no clear call, values can overlap the other calls;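 note: 0% = median of the plate's neutral control wells and 100% = double that signal; a rise in the Bmi1 reporter signal indicates esBAF inhibition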
RAD52 anneal inh: blocks human RAD52 DNA annealing. recombinant RAD52 DNA annealing, FRET fluorescence. inhibition, % at 18.7 µM. 0.46% of 360,000 active;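 active = every replicate showing at least 50% inhibition; inconclusive = mean inhibition at least 50% but not in every replicate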
RAD54 branch: blocks human RAD54 Holliday junction branch migration; Q92698; FAM/BHQ fluorescence; inhibition, % at 10.4 µM; 0.14% of 360,000 active; AID 602329;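 active = mean normalized replicate activity at least 40 and at least half of replicates scoring 40 or more; inconclusive = only one of the two criteria met; inactive = mean below 40 and under half of replicates reaching 40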;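 note: 0% = median of neutral control wells and 100% = median of positive control wells; inhibitors cause a drop in the FAM fluorescence signal; in these data hits start at about 50%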
Starred values were filed as active, the others as inactive; ? = inconclusive; · = no result given; & = joins results of further samples.

Results follow in this order: XiGFP reactiv, ARNT-TACC3 inh, INS-1E GSIS act, ERAP1 HTS inh, F508del corr, RAD52 anneal inh, RAD54 branch, esBAF inh
CCN(CC)S(=O)(=O)c1ccc(N2CCOCC2)c(NC(=O)CC(C)(C)C)c1
 : 0.0, -1, 1, 1, 1.4, -11, -4, ·
Cc1noc(C)c1NC(=O)N(C)C[C@H]1Oc2cc(C#CCC3CCCC3)ccc2S(=O)(=O)N([C@H](C)CO)C[C@@H]1C
 : -0.1, -2, -15, 1, -3.4, 16, -4, 3
CC(C)Cc1nc(SCc2cccnc2)c2c(=O)n(C)c(=O)n(C)c2n1
 : 0.1, -7, -4, 0, 4.8, -12, ·, ·
Cc1ccc(CC2S/C(=N/c3ccccn3)NC2=O)cc1 (stereo not given)
 : ·, -7, 58*, ·, ·, ·, -1, -2
CNC(=S)N(CCCO)Cc1cc2cc3c(cc2[nH]c1=O)OCO3
 : 0.1, 19, -6, 1, -2.7, -13, -2, -1
COc1ccc(NC(=O)N(C)C[C@H]2Oc3ccc(NC(=O)Cc4ccccc4)cc3C(=O)N([C@@H](C)CO)C[C@@H]2C)cc1
 : 0.0, -2, -8, 3, -1.0, 3, -2, 6
N#Cc1cc(C(=O)c2cc(Br)ccc2O)cn(C2CCCCC2)c1=O
 : ·, -6, -12, -1, -0.2, -6, 3, -4
O=C(Cn1cnc2ccccc2c1=O)NCc1ccco1
 : ·, 2, 29, ·, ·, ·, -2, 1
CCOC(=O)C1(CCOc2ccccc2)CCN(Cc2cccc3nonc23)CC1
 : 0.3, 9, -5, -4, -0.8, -18, 5, -9
Cc1ccc(C(=O)OCC(=O)N(C)c2ccccc2)c(C)c1
 : 0.1, -6, 0, -1, -0.6, -3, 12, 8

Results in ERAP1 HTS inh, esBAF inh and XiGFP reactiv, for some of the entries so far:
| canonical_smiles | ERAP1 HTS inh | esBAF inh | XiGFP reactiv |
| --- | --- | --- | --- |
| Cc1ccc(CC2S/C(=N/c3ccccn3)NC2=O)cc1 (stereo not given) | · | -2 | · |
| CNC(=S)N(CCCO)Cc1cc2cc3c(cc2[nH]c1=O)OCO3 | 1 | -1 | 0.1 |
| COc1ccc(NC(=O)N(C)C[C@H]2Oc3ccc(NC(=O)Cc4ccccc4)cc3C(=O)N([C@@H](C)CO)C[C@@H]2C)cc1 | 3 | 6 | 0.0 |
| N#Cc1cc(C(=O)c2cc(Br)ccc2O)cn(C2CCCCC2)c1=O | -1 | -4 | · |

(more compounds)
Results follow in this order: XiGFP reactiv, ARNT-TACC3 inh, INS-1E GSIS act, ERAP1 HTS inh, F508del corr, RAD52 anneal inh, RAD54 branch, esBAF inh
CNC[C@@H]1OCCCC[C@@H](C)Oc2ccc(NS(=O)(=O)c3ccc(C)cc3)cc2C(=O)N([C@@H](C)CO)C[C@@H]1C
 : 0.2, -1, 0, -5, -0.9, -58, -2, -9
CCOc1ccc(/C=C2\SC(=S)N(NS(=O)(=O)c3ccccc3)C2=O)cc1OC
 : -0.1, 11, 62*, ·, 0.8, -14, ·, ·
COc1ccc(SCc2noc(C(=O)NCC3CCCO3)c2C(=O)O)cc1 (stereo not given)
 : 0.0, 25, 4, 2, 2.8, -12, 1, 8
COc1ccc(NC(=O)N2CCCC2C(=O)Nc2ccccc2)cc1 (stereo not given)
 : ·, 3, -10, ·, ·, ·, -13, -4
Cc1noc(C)c1S(=O)(=O)N(C)C[C@H]1Oc2ccc(NS(C)(=O)=O)cc2C(=O)N([C@H](C)CO)C[C@H]1C
 : 0.0, -5, 13, 0, 1.1, 3, 3, -8
C[C@H]1CCCCO[C@@H](CN(C)Cc2ccc(C(F)(F)F)cc2)[C@@H](C)CN([C@@H](C)CO)C(=O)c2cc(NS(=O)(=O)c3ccc(F)cc3)ccc2O1
 : 0.0, 15, -12, 1, -0.5, -12, 10, 15
Cc1c(-c2nc(-c3ccc(C(C)(C)C)cc3)no2)n(C)oc1=O
 : 0.0, -3, 5, 0, -33, 10, -3, ·
Cc1ccc(C)c(N2CN(Cc3ccco3)CNC2=S)c1
 : 0.0, 0, -10, ·, ·, ·, 4, ·
Cc1ccc(-c2nnc(OCC3CCCO3)c3ccccc23)cc1 (stereo not given)
 : 0.0, -4, 6, 8, -1.9, -10, -8, 6
COc1ccccc1OCCCC(=O)NCc1ccco1
 : 0.1, 3, 6, -3, 0.6, -9, ·, ·
CCOc1ncccc1C(=O)OCC(=O)NC1CC1
 : 0.5, ·, -3, 0, ·, -6, 0, -7
C[C@@H]1CN([C@H](C)CO)C(=O)Cc2cc(NC(=O)c3ccncc3)ccc2O[C@H]1CN(C)Cc1ccccc1
 : 0.1, 21, 12, -6, 0.2, 8, 7, 0
O=C(Nc1ccc2c(c1)C(=O)NC2=O)c1cccc(Cl)c1
 : -0.1, -4, 1, -2, -2.5, -12, -18, 7
Cc1csc(NC(=O)C(CC(C)C)NS(=O)(=O)c2ccc3c(c2)oc(=O)n3C)n1 (stereo not given)
 : 0.0, 4, -3, ·, 2.3, -60, -5, 18
CN(C)C/C=C/C(O)(c1ccccc1)c1ccccc1
 : 0.0, -3, -9, 8, 0.0, -13, -5, -5
CC(=O)NC(c1cccc(F)c1)c1nc(-c2cnc3ccccc3c2)cs1 (stereo not given)
 : 0.1, ·, ·, 3, -2.6, -2, -6, 16
O=C(COC(=O)c1ccc(S(=O)(=O)N2CCCCC2)cc1)NCc1ccc(F)cc1
 : 0.0, 7, 19, 0, 1.0, -1, 6, ·
O=C1NC(c2ccccc2)(C(F)(F)F)SC2=NCCCN12 (stereo not given)
 : ·, -2, 6, ·, ·, ·, 3, -6
CN(C)c1ccc(C(CNS(=O)(=O)c2ccc3ccccc3c2)N2CCOCC2)cc1 (stereo not given)
 : -0.1, 3, -9, 2, 0.6, -10, 8, -3
Nc1nc(Br)c2c(F)cccc2c1-c1ccc(Cl)cc1
 : ·, 1, -3, 2, -2.2, -9, 1, -4
Nc1nc2ccccc2n1/N=C/c1ccc2c(c1)OCO2
 : -0.1, ·, -28, -1, 1.0, -8, 11, ?
Cc1ccnc(NS(=O)(=O)c2ccc(NC(=O)c3cc(-c4ccc(Br)cc4)nc4ccccc34)cc2)n1
 : 0.0, -4, -8, 8, ·, -61, -4, ·
CCOc1ccc(NC(=S)NC(C)C(c2ccccc2)N2CCN(C)CC2)cc1 (stereo not given)
 : 0.0, 8, -30, 2, -0.2, -1, ·, ·
CC(C)N1CC2(c3ccccc3)CN(C(C)C)CC(c3ccccc3)(C1)C2=O
 : ·, 2, -2, ·, ·, ·, 14, -6
Cc1c(NC(=O)/C(C#N)=C/c2ccccc2)c(=O)n(-c2ccccc2)n1C
 : -0.2, 6, -8, -2, 4.5, -14, ·, ·
CN(C)CCn1c2c(c(SCC(=O)NCc3ccccc3)nc1=O)CCC2
 : 0.0, 2, 8, -9, -0.5, -4, -2, 0
Cc1cc(/C=C(\C#N)C(=O)NCC2CCCO2)c(C)n1-c1ccc(Cl)cc1 (stereo not given)
 : ·, 1, -30, ·, ·, ·, 10, 88*
C=CCNC(=S)N1CCc2[nH]c3ccccc3c2C1
 : 0.5, ·, -6, 6, -1.0, -4, -9, ·
Cc1ccnc(NC(=O)/C=C/c2ccccc2[N+](=O)[O-])c1
 : 0.0, ·, 11, -4, -1.8, -24, ·, ·
O=C(CCC1CCCN(Cc2ccc3c(c2)OCCO3)C1)NCc1ccc(F)c(F)c1 (stereo not given)
 : 0.4, -4, -3, 1, -0.9, -6, 0, -4
COc1cccc(-c2cc3nc4c(c(N5CCC6(CC5)OCCO6)n3n2)CCC4)c1
 : -0.1, -1, 20, 2, -0.9, -2, ·, ·
Cn1c(=O)[nH]c2nnc(-c3ccc(Cl)c(Cl)c3)nc2c1=O
 : 0.0, -6, 2, 1, 0.7, -14, -1, -27
Cc1ccnc(NS(=O)(=O)c2ccc(-n3cccn3)cc2)c1
 : 0.0, -4, 5, 2, -0.7, -10, -5, -7
O=C(NC1CCCC1)[C@H]1[C@H](CO)[C@H]2Cn3c(cccc3=O)[C@H]2N1CCc1ccccc1
 : 0.2, ·, 1, 2, 2.8, -26, ·, ·
CC1CCCC(C)N1/N=C/c1ccc(C#N)cc1 (stereo not given)
 : 0.0, -1, 13, 0, -0.3, -3, ·, ·
COc1ccc2c(c1)CCN(C(=O)CCl)C2C1C(=O)CCCC1=O (stereo not given)
 : 0.2, -7, 45, -2, ·, -4, ·, ·
CCN1CCN(Cc2ccc(NC(=O)c3cc(NC(=O)C4=NN(c5ccccc5)C(=O)C4)cc(OC)c3)cc2C(F)(F)F)CC1
 : 0.0&-0.3, 0, 3&-2, 2&0, -5.1&-0.3, -5&-10, -1&1, -10&0
CCC(=O)NC(=S)Nc1cccc(NC(=O)c2ccccc2)c1
 : 0.0, -2, -10, -6, 2.7, -5, ·, -1
CCOc1ccc(NS(=O)(=O)c2cc(C(=O)N3CCN(C(C)=O)CC3)ccc2Cl)cc1
 : 0.1, 1, 10, -3, -0.8, -11, 9, 3
CCC(=O)N1[C@H](CO)[C@H]2c3ccccc3N(C(=O)c3cnccn3)C[C@H]21
 : 0.1, 0, 0, -2, 0.3, -24, 18, -4
Cc1cc(C(=O)CN2CCCC2)c(C)n1-c1ccc(Cl)cc1
 : 0.0, 1, ·, -2, -1.4, -15, 2, -1
Cc1ccc(-c2cnc3cc(C)nn3c2)cc1
 : 1.0, 2, 2, -4, -2.2, -16, ·, ·
COc1cccc(-c2ccc3c(c2)C2CC3CCN2C(C)=O)c1 (stereo not given)
 : ·, 0, 4, -3, 2.9, -9, 14, 14
Oc1c(C(c2ccccn2)N2CCCCC2)cc(Cl)c2cccnc12 (stereo not given)
 : ·, 69*, -10, ·, -1.8, -30, 4, ·
C[C@H]1CN([C@@H](C)CO)C(=O)c2cc(C#CC(C)(C)O)cnc2O[C@@H]1CN(C)C(=O)c1ccccc1F
 : -0.7, 14, 21, -2, -2.9, -7, 1, -1
COc1ccc(-c2cccc([C@H]3[C@@H]4C=CC[C@@H](C)[C@@H]4C(=O)N3Cc3ccccc3)c2)cc1
 : -0.1, -1, -5, ·, -0.5, -3, 3, 1
CCC(=O)N(C)C[C@@H]1Oc2cc(-c3cccc(F)c3)ccc2S(=O)(=O)N([C@@H](C)CO)C[C@@H]1C
 : 0.1, 20, -3, 0, -0.8, 2, -5, -3
Cc1ccc(S(=O)(=O)Nc2ccc3c(c2)CC(=O)N([C@@H](C)CO)C[C@@H](C)[C@@H](CN(C)Cc2ccc(Oc4ccccc4)cc2)O3)cc1
 : 0.1, 17, -10, -1, 2.2, -10, -7, -5
COc1cc(NC(=O)C(c2ccccc2)c2ccccc2)c(C(=O)O)cc1OC
 : -0.2, -3, ·, 0, ·, -13, -7, -5
CO[C@H]1CN(C)C(=O)c2ccc(NC(=O)Nc3cccc(F)c3)cc2OC[C@@H](C)N(C(C)=O)C[C@@H]1C
 : 0.2, ·, -12, ·, 0.1, ·, ·, 1
O=C(C[C@@H]1CC[C@H]2[C@@H](COC[C@H](O)CN2Cc2cccc(Cl)c2)O1)Nc1nccs1
 : 0.1, ·, -5, 0, -0.4, 17, 1, 2
Cc1nn(-c2ccc(Cl)cc2)c(=O)c2ccccc12
 : 0.0, -9, -4, 0, -0.7, -1, ·, ·
CCN(CC)CCCN=Cc1c(-c2ccccc2)[nH]n(-c2nc3ccccc3s2)c1=O
 : -0.2, 10, -14, -1, -1.7, 23, ·, ·

High-throughput results deposited in PubChem by Broad Institute.
